Screening data from PubChem.
ERa coact pot: enhancers of ERα–SRC-1 coactivator binding, primary screen, biochemical, TR-FRET, ERα LBD, low estradiol; 1.3% of 86,000 active; TR-FRET ERalpha-LBD/SRC-Cy5 coactivator binding, 2 h; 100 = basal binding, no effect; Estrogen receptor (Homo sapiens), P03372; AID 639, 2007; coactivator binding (% of control), % at 25.6 µM; in the data active means activity above about 200%;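 further: binding measured in presence of low estradiol as agonist stimulus; 0% = peptide alone without receptor and 100% = receptor with peptide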
Calb biofilm kill: clotrimazole potentiators killing Candida biofilms, primary screen, with clotrimazole, Alamar Blue | AID 834, 2007 | 0.14% of 85,000 active | C. albicans biofilm + clotrimazole | inhibition, % at 6 µM;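 active means inhibition above 20%; inactive means inhibition below 20%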;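 further: preformed 24 hr biofilms exposed to compound for 48 hr; 0% = biofilm without compound and 100% = blank killed by clotrimazole plus chlorhexidine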
CD11b adhes enh: enhancers of CD11b/CD18 adhesion to fibrinogen, primary screen, K562 cells, luminescence; activation, % at 10 µM; 0.07% of 93,000 active; ATPlite luminescence; Integrin beta-2 (Homo sapiens) + Integrin alpha-M (Homo sapiens), P05107+P11215; AID 1499, 2009;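 active means 10 µM primary screen giving 50% or more activity, confirmed by 40% or more on retest at that dose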; further: strong numbers were not always called active; reference of the scale not given here
Target sequence (P05107 whole entry, looked up, other chains not shown): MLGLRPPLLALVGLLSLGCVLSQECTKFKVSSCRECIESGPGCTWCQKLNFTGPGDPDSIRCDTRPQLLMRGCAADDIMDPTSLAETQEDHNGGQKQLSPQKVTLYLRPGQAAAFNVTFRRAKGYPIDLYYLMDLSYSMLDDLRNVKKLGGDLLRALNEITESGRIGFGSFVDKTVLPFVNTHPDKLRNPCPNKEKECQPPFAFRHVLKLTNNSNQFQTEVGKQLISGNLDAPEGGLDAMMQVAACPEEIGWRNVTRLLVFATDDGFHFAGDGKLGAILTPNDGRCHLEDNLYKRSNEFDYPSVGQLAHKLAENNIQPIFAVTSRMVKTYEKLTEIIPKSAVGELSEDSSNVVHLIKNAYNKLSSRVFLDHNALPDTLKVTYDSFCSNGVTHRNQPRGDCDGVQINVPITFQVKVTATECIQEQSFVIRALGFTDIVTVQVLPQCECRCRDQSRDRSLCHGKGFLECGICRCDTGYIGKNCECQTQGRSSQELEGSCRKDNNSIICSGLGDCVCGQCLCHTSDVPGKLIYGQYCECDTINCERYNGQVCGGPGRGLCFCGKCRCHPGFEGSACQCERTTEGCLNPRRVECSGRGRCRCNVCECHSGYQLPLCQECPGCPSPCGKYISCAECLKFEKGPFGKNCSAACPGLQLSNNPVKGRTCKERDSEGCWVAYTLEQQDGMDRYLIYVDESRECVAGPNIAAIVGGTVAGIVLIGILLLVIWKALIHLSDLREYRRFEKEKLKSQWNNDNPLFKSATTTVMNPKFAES
ERb coact inh: inhibitors of ERβ-SRC1 coactivator interaction, primary screen, biochemical, TR-FRET, ERβ LBD, SRC-1 peptide; 1.3% of 86,000 active; AID 633, 2007; inhibition, % at 25.6 µM; Estrogen receptor beta (Homo sapiens), Q92731; TR-FRET ER-beta LBD / SRC1-Cy5 peptide binding; receptor agonist-loaded with 1 µM estradiol;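 active means compounds whose percent inhibition of the receptor-coactivator binding signal exceeds about 50% in the single-dose screen, limit read from the data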;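 further: 0% = receptor plus peptide wells without compound and 100% = peptide-only wells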
sEH inhibitor: soluble epoxide hydrolase inhibitors, primary screen, biochemical, human sEH. recombinant human sEH enzymatic activity assay. Bifunctional epoxide hydrolase 2 (Homo sapiens), P34913. 0.34% of 91,000 active. inhibition, % at 2 µM; in the data active means inhibition above about 80%; further: values of inactives mirror those of a sister screen read the other way; many of its hits are not listed in these tables
MT1-MMP txn act: MT1-MMP promoter reporter activation – cell-based, luciferase luminescence, primary screen; HT1080 MT1-MMP promoter luciferase reporter, overnight; stronger effect = higher value; activation factor at 10 µM; 0.16% of 86,000 active; AID 750, 2007;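 active means activation factor of at least 2 for MT1-MMP transcription at 10 µM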
Smad3 inh: Smad3/FoxH1 peptide binding inhibitors, primary screen, biochemical, TR-FRET; Mothers against decapentaplegic homolog 3 (Homo sapiens), P84022; inhibition, % at 25 µM; 0.29% of 88,000 active; TR-FRET Smad3/Dy647-FoxH1 peptide binding, europium anti-His;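 active means compounds that reduce the energy-transfer binding signal between the protein and its labelled peptide by more than half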;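 further: 0% = Smad3 plus labelled peptide maximal FRET and 100% = peptide-only background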
Mac1 fbg inh: inhibitors of CD11b/CD18 adhesion to fibrinogen, primary screen, K562 cells, luminescence; Integrin beta-2 (Homo sapiens) + Integrin alpha-M (Homo sapiens), P05107+P11215; ATPlite luminescence; Mn2+ added to activate the integrin; inhibition, % at 10 µM; 0.54% of 93,000 active; AID 1497, 2009;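 active means primary inhibition of 50% or more at 10 µM, then 40% or more on retest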; further: some results filed as inactive read as strong as hits
sEH act: soluble epoxide hydrolase activators, primary screen, biochemical, human sEH; Bifunctional epoxide hydrolase 2 (Homo sapiens), P34913; purified human sEH enzymatic activity, activator screen; activation, % at 2 µM; 0.04% of 91,000 active; in the data active means activation above about 37%; further: values of inactives mirror those of a sister screen read the other way
Starred values were filed as active, the others as inactive; · = no result given; [ ] = remark or other dose. Some of the compounds tested; rates above refer to the full screens.

SMILES	ERa coact pot	Calb biofilm kill	CD11b adhes enh	ERb coact inh	sEH inhibitor	MT1-MMP txn act	Smad3 inh	Mac1 fbg inh	sEH act
O=C1CCC2(C(=O)O)Sc3ccccc3N12 (stereo unspecified)	·	·	-5	·	-4	·	·	8	6
CCC(CC)C(=O)N=C1SC2CS(=O)(=O)CC2N1CCc1ccc(OC)cc1 (stereo unspecified)	100	3	-2	-7	-1	1.1	3	11	1
CCNC(=O)CN(c1ccc(OC)c(OC)c1)S(=O)(=O)c1ccccc1	95	3	-2	-3	2	1.1	8	4	-4
COc1ccc(OC)c(NC(=O)CCN2CCN(Cc3ccccc3)CC2)c1	102	4	-4	-11	2	1	11	-4	-1
CCN(CC)S(=O)(=O)c1ccc(Cl)c(C(=O)Oc2cccnc2)c1	112	-2	-5	3	10	1.1	11	14	-10
CC1(C)CC(=O)C(CC(=O)NC(=O)NCc2ccccc2)=C(O)C1	111	5	·	-11	13	1.1	-1	·	-10
CCC(=O)N1CCc2cc(Br)cc(S(=O)(=O)NCCN3CCOCC3)c21	94	-5	·	-4[fluorescence artefact?]	·	1	8	·	·
CCn1c(=N)c(C(=O)OC)cc2c(=O)n3ccccc3nc21	83	9	-3	17	·	1.2	5	40	·
Cc1ccc(Cn2c(NCCc3ccccc3)nc3c2c(=O)n(C)c(=O)n3C)cc1	153	1	2	-7	13	0.9	8[fluorescence artefact?]	-15	-14
COc1ccc(NC(=O)N(Cc2ccc(C)cc2)Cc2cccnc2)c(OC)c1	128	10	5	-4	-15	·	3	-1	13
CCC(C)(C)n1nnnc1C(c1ccncc1)N1CCN(c2cccc(OC)c2)CC1 (stereo unspecified)	98	2	8	-2[fluorescence artefact?]	5	1	-58	-10	-6
CCN(CCCNC(=O)C1CCN(S(=O)(=O)c2cnc[nH]2)CC1)c1cccc(C)c1	116	5	-6	-2[fluorescence artefact?]	·	1.1	1	-7	·
COc1cccc(N/C(SC)=C(/C#N)C(N)=O)c1	91	4	-1	-4	-5	1.3	2	3	8
CCOC(=O)N1CCN(c2c(NCC3CCN(Cc4cccc(C)c4)CC3)c(=O)c2=O)CC1	118	-1	-5	-15	·	1.1	8	-6	·
O=C(NCC(F)(F)F)Nc1cccnc1	110	10	·	-12	13	1.1	2	·	-12
CCn1c(SC/C=C/c2ccccc2)nnc1-c1cccs1	93	4	5	7	-7	0.9	-5	-6	10
CC(Nc1ccccc1)c1cc(Cl)ccc1O (stereo unspecified)	95	4	·	-6	-6	1.2	-9	·	9
Cc1ccc2c(c1)nnn2C1CCN(CC(=O)c2ccc(Cl)cc2)CC1	112	1	3	-2	4	1.1	1	-6	-4
O=C1CCCc2c1nc(-c1ccco1)n2O	160	5	5	-3[fluorescence artefact?]	-2	0.9	9	-5	2
CCOc1ncccc1C(=O)N(C)CC1COc2ccccc2O1 (stereo unspecified)	109	3	-4	0	4	1.1	7	4	-1
Cc1onc(-c2ccccc2)c1C(=O)NCC1CCN(C(=O)c2c(-c3ccccc3)noc2C)CC1	135[fluorescence artefact?]	2	·	-7	3	1.1	7	·	0
Cc1csc(N(C)C(=O)CSc2nnc(COc3cccc4ccccc34)o2)n1	145	7	3	-1	·	1.2	2	-3	·
O=C(CCCNS(=O)(=O)c1cccc2nsnc12)NCc1ccc(F)cc1	117	6	6	-8	6	1.2	9	4	-8
CC(=O)Nc1c(C(=O)N2CCCCCC2)cnn1-c1ccccc1	130	5	-4	0[fluorescence artefact?]	2	1.1	12	-46	1
COc1ccc(-n2nnnc2SCc2nc(N)nc(N3CCOCC3)n2)cc1	105	1	4	2	2	1.1	1	2	0

An excerpt of these results, with each value named:
> COc1ccc(OC)c(NC(=O)CCN2CCN(Cc3ccccc3)CC2)c1
  ERa coact pot: 102	Calb biofilm kill: 4	CD11b adhes enh: -4	ERb coact inh: -11	sEH inhibitor: 2	MT1-MMP txn act: 1	Smad3 inh: 11	Mac1 fbg inh: -4	sEH act: -1

> COc1cccc(N/C(SC)=C(/C#N)C(N)=O)c1
  ERa coact pot: 91	Calb biofilm kill: 4	CD11b adhes enh: -1	ERb coact inh: -4	sEH inhibitor: -5	MT1-MMP txn act: 1.3	Smad3 inh: 2	Mac1 fbg inh: 3	sEH act: 8

> CCn1c(=N)c(C(=O)OC)cc2c(=O)n3ccccc3nc21
  ERa coact pot: 83	Calb biofilm kill: 9	CD11b adhes enh: -3	ERb coact inh: 17	sEH inhibitor: ·	MT1-MMP txn act: 1.2	Smad3 inh: 5	Mac1 fbg inh: 40	sEH act: ·

> CC(=O)Nc1c(C(=O)N2CCCCCC2)cnn1-c1ccccc1
  ERa coact pot: 130	Calb biofilm kill: 5	CD11b adhes enh: -4	ERb coact inh: 0[fluorescence artefact?]	sEH inhibitor: 2	MT1-MMP txn act: 1.1	Smad3 inh: 12	Mac1 fbg inh: -46	sEH act: 1

Continued:
SMILES	ERa coact pot	Calb biofilm kill	CD11b adhes enh	ERb coact inh	sEH inhibitor	MT1-MMP txn act	Smad3 inh	Mac1 fbg inh	sEH act
O=C(O)c1ccc(CNCc2cccc(Cl)c2Cl)cc1	·	·	0	·	-10	·	·	-2	12
COc1ccc([N+](=O)[O-])cc1C1NN=C(c2ccccc2O)S1 (stereo unspecified)	108	1	·	15	0	1.2	1	·	0
CCCCn1c(CN2CCN(c3ccc(F)cc3)CC2)nc2c1c(=O)n(C)c(=O)n2C	127[fluorescence artefact?]	0	-2	-4	1	1	-3	30	-1
O=C(C1CCC1)N1CCc2cc(S(=O)(=O)NC3CCCc4ccccc43)ccc21 (stereo unspecified)	90	1	-4	5[fluorescence artefact?]	9	1	4	30	-10
CCOC(=O)c1[nH]c2ccc(F)cc2c1NC(=O)C1=COCCO1	109	3	4	3	0	0.9	10	14	1
COCCN(C(=O)c1csnn1)C(C(=O)NC1CCCCC1)c1cccs1 (stereo unspecified)	111[fluorescence artefact?]	9	-6	7[fluorescence artefact?]	-5	1.1	-11	-4	9
CC(CN1CCCCC1)OC(=O)C(C)(c1ccccc1)c1ccccc1 (stereo unspecified)	100	8	-1	-19	-1	1.1	4	2	-2
C/C(Cn1nnc([N+](=O)[O-])n1)=N\NC(=O)c1cccc(Cl)c1	·	·	-1	·	7	·	·	-4	-7
CCCn1c2ccccc2c2nnc(SCC(=O)Nc3ncccn3)nc21	89	6	-2	27[fluorescence artefact?]	0	1.1	0	-20	5
N#Cc1ccc2ccn(CC(=O)NC3CCCCC3)c2c1	111	2	-2	-4	·	1.2	6	0	·
COC(=O)Cn1c(CN2CCN(c3ccccc3F)CC2)nc2c1c(=O)n(C)c(=O)n2C	100	4	·	-10	·	1.1	-2	·	·
COc1cccc(-c2noc(CCC(=O)Nc3cccnc3)n2)c1	107	7	-2	16	9	1.2	2	-8	-8
CC1CCN(S(=O)(=O)c2ccc3c(c2)c(=O)c(C(=O)NC2CCCC2)cn3C)CC1	86[fluorescence artefact?]	3	2	10	-1	1.1	2	-1	0
O=C(CCCCCCN1C(=O)c2ccccc2C1=O)Nc1nccs1	97	5	·	0	-5	1	-3[fluorescence artefact?]	·	5
CC(=O)Nc1ccc(S(=O)(=O)N(CCO)Cc2ccccc2)cc1	100	3	0	-9	0	1.3	7	0	-2
CCC(C)C(NC(=O)C1CCC(C)CC1)C(=O)NC(C(=O)OC)C(C)C (stereo unspecified)	125[fluorescence artefact?]	4	-4	-10[fluorescence artefact?]	·	1	6	5	·
Cc1onc(-c2ccccc2Cl)c1C(=O)N1C=CC(C(F)(F)F)=NCC1	·	·	0	·	-4	·	·	0	3
Cc1c(Cl)c([N+](=O)[O-])nn1CC(=O)NC1CCCCC1	·	·	-5	·	16	·	·	3	-13
Cc1nc2c(sc3nc4c(cc32)COC(C)(C)C4)c(=O)n1Cc1ccccc1	96	2	-3	-3	8	1.4	8	6	-9
CCOc1ccccc1CNS(=O)(=O)c1ccc2[nH]c(=O)sc2c1	113[fluorescence artefact?]	2	1	-10	·	1.4	0	15	·
CC(Nc1cc(=O)n(C)c(=O)[nH]1)c1ccccc1 (stereo unspecified)	94	6	0	10[fluorescence artefact?]	9	0.9	-1	-8	-7
O=C(CCN1CCc2ccccc2CC1)c1ccc2c(c1)OCCO2	78	16	-5	6	-12	·	13	10	14
COc1ccc(OC)c(C2CC(=O)N3CN(c4cccc(Cl)c4)CSC3=C2C#N)c1 (stereo unspecified)	92	-4	-2	-6	1	1.1	0	-16	-2
Cc1nc(-c2ccc3c(c2)OCO3)cs1	105	8	·	7	-14	1.1	-4	·	16
CCCCn1c2c(c(=O)n(C)c1=O)C(CC(=O)OCC(=O)Nc1cccc(C(F)(F)F)c1)C(=O)N2 (stereo unspecified)	90	3	-3	-1	-4	1.1	1	-9	2
SMILES	ERa coact pot	Calb biofilm kill	CD11b adhes enh	ERb coact inh	sEH inhibitor	MT1-MMP txn act	Smad3 inh	Mac1 fbg inh	sEH act
CCOC(=O)Cc1csc(SCc2nc3sc4c(c3c(=O)[nH]2)CCC4)n1	77	5	-1	4	-1	1	-9	4	0
COc1ccc(-c2c(C)nn3c(N4CCC(C(=O)N5CCCCC5)CC4)cc(C)nc23)cc1OC	128	9	·	-3	·	1.1	-5	·	·
Clc1ccc2ncc(-c3nnnn3-c3ccccc3)c(-c3ccccc3)c2c1	·	·	-1	·	-2	·	·	1	2
CCOC(=O)c1[nH]c2ccccc2c1NC(=O)CN1CCCCC1	124	-5	9	-7	3	1	-1	49	-2
CCOC(=O)C1C(=O)OC(C)(C)C1C(C)C(=O)c1ccc(C)cc1 (stereo unspecified)	162[fluorescence artefact?]	-4	-3	-11	2	1	-8	-17	-2
Cc1nc(NC(=O)c2cc3c(s2)CCCCC3)sc1C(=O)N(C)C	79[fluorescence artefact?]	8	-7	12	3	1.6	11	-3	-4
CSc1nnc(Cc2ccc3c(c2)OCO3)o1	115	9	-2	-4[fluorescence artefact?]	-1	1.2	-9	-6	0
CC(=O)N(Cc1ccccc1)c1ccc(C(=O)O)cc1	118	7	4	0	·	1.2	-4	7	·
CCOC(=O)C1CCN(C(=O)c2cnn3c(C)cc(C)nc23)CC1	121	11	0	-11	-11	1	-4	13	12
Cc1cc(NC(=O)COC(=O)COc2ccc3c(c2)CCC3)no1	111	4	-2	5	·	1.5	3	-16	·

Random excerpt: three entries already listed, in no set order.
SMILES	ERa coact pot	Calb biofilm kill	CD11b adhes enh	ERb coact inh	sEH inhibitor	MT1-MMP txn act	Smad3 inh	Mac1 fbg inh	sEH act
Clc1ccc2ncc(-c3nnnn3-c3ccccc3)c(-c3ccccc3)c2c1	·	·	-1	·	-2	·	·	1	2
CC(=O)N(Cc1ccccc1)c1ccc(C(=O)O)cc1	118	7	4	0	·	1.2	-4	7	·
CCOC(=O)Cc1csc(SCc2nc3sc4c(c3c(=O)[nH]2)CCC4)n1	77	5	-1	4	-1	1	-9	4	0

Results in Calb biofilm kill and sEH act, for some of the entries so far:
| Structure | Calb biofilm kill | sEH act |
| --- | --- | --- |
| CC(=O)N(Cc1ccccc1)c1ccc(C(=O)O)cc1 | 7 | · |
| CCOC(=O)C1C(=O)OC(C)(C)C1C(C)C(=O)c1ccc(C)cc1 (stereo unspecified) | -4 | -2 |
